# PTHR1 ag: qHTS for PTHR1 Agonists: Primary Screen; AID 743266, 2014; 410,000 tested, 0.075% active; HEK293 GP2 PTHR1 cells, GloSensor cAMP luminescence, 1 h; Potency, µM (series often up to 115 µM), inactives show at the top dose activation, hits mostly activators; Parathyroid hormone/parathyroid hormone-related peptide receptor (Homo sapiens), Q03431; further: nearly all actives have a fitted effect of over 55% in size; some results filed as inactive show a strong effect at the top dose; inactives centre near -15; many of its hits are not listed in these tables
#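 HEK-293-derived GP2 cells expressing PTHR1 and a GloSensor cAMP reporter, 3,000/well, plated overnight, given luciferin plus IBMX (each 0.5 mM as added) for 1 h at 37 °C, then compound for 1 h at 37 °C. Luminescence was read after 15 min at room temperature.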
# EPAC1 antag: qHTS for Antagonist of cAMP-regulated guanine nucleotide exchange factor 3 (EPAC1): primary screen. Potency, µM (series often up to 115 µM), for inactives: at the top dose activity change, negative = inhibition, most hits filed as inhibitors. EPAC1 GEF assay, Rap1b-BODIPY-GDP exchange fluorescence. Rap guanine nucleotide exchange factor 3 (Homo sapiens), O95398. AID 720709, 2013. 360,000 tested, 0.14% active;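 further: plate controls were vehicle for no effect and positive control for full effect; nearly all actives have a fitted effect of over 50% in size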
# EPAC2 antag: qHTS for Antagonist of cAMP-regulated guanine nucleotide exchange factor 2 (EPAC2): primary screen | Rap guanine nucleotide exchange factor 4 (Homo sapiens), Q8WZA2 | AID 720708, 2013 | Potency, µM (series often up to 114 µM), for the others: at the highest dose activity, negative = inhibition, most hits filed as inhibitors | 360,000 tested, 0.18% active | EPAC2 GEF exchange of Rap1B-BODIPY-GDP, fluorescence; further: on the % scale 0 is the no-effect control and ±100 the full control effect; nearly all actives have a fitted effect of over 45% in size; many of its hits are not listed in these tables
# Target sequence (Q8WZA2 whole entry, looked up): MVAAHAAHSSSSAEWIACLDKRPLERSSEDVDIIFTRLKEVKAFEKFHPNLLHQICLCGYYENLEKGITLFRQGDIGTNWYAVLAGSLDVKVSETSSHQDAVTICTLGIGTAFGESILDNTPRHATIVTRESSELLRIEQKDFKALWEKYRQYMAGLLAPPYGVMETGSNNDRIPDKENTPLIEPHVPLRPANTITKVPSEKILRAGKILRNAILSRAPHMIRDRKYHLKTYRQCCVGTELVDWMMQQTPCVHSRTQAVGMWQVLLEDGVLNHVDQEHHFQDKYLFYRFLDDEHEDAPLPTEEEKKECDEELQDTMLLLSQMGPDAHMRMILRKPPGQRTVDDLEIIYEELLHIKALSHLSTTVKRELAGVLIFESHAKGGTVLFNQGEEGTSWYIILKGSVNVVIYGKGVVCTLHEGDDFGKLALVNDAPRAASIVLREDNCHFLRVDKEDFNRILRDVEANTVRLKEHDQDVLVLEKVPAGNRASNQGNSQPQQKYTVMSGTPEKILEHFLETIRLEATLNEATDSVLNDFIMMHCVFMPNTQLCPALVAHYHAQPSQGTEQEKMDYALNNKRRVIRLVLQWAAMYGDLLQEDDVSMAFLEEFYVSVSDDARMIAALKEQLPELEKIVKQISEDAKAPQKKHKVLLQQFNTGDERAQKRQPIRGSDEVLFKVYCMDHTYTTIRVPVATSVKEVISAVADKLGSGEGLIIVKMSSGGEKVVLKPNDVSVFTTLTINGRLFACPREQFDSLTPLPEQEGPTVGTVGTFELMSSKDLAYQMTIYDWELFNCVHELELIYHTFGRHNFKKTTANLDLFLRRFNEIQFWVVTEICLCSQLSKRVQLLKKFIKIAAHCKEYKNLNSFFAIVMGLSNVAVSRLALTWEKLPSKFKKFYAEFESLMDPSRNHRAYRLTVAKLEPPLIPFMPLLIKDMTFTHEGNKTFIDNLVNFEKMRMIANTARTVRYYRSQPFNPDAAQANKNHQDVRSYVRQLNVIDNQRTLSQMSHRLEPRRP
# EPAC2 agonist: qHTS for Agonist of cAMP-regulated guanine nucleotide exchange factor 4 (EPAC2): primary screen; Rap guanine nucleotide exchange factor 4 (Homo sapiens), Q8WZA2; EPAC2 activation, biochemical qHTS; response scale: 100% = 6.5 mM cAMP response; Potency, µM (titrated, usually from 154 µM), for the others: at the top dose activation, usual class: activators; 360,000 tested, 0.079% active; further: nearly all actives have a fitted effect of over 50% in size
#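 Guanine nucleotide exchange by EPAC2 is measured as reduced fluorescence of BODIPY-GDP once it is released from 250 nM Rap1B. Plates are read kinetically for 30 min at room temperature; results are scaled to 6.5 mM cAMP.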
# aSyn rescue: qHTS of alpha-syn Inhibitors; Yeast expressing alpha-synuclein, growth rescue, BacTiter-Glo, 24 h; Potency, µM (series often up to 46.1 µM), for inactives: at the top dose growth rescue (activation), hits mostly activators; 370,000 tested, 0.14% active; AID 652106, 2013; further: % of control where 0% means no effect; nearly all actives have a fitted effect of over 65% in size
#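 Readout is rescue of growth in alpha-synuclein-expressing yeast, so inhibitors of toxicity appear as activators. Growth after 24 hr at 30 deg C in galactose medium is quantified by luminescence.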
# TDP-43 yeast inh: qHTS of TDP-43 Inhibitors | TDP-43 expressing yeast growth rescue, BacTiter-Glo, 24 h | Potency, µM (titrated, usually from 46.1 µM), for inactives: top-dose growth rescue (activation), hits mostly activators | 410,000 tested, 1.8% active; further: % of control where 0% means no effect; nearly all actives have a fitted effect of over 50% in size
#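 Yeast cells expressing TDP-43 under galactose induction are exposed to compounds for 24 hr at 30 deg C. BacTiter-Glo luminescence measures growth, so protective compounds score as activators.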
# EPAC1 agonist: qHTS for Agonist of cAMP-regulated guanine nucleotide exchange factor 3 (EPAC1): primary screen. Potency, µM (doses to about 154 µM), without a hit: at the highest dose activation, usual class: activators. EPAC1 agonist qHTS, biochemical assay; response scale: 100% = response to 6.5 mM cAMP. 360,000 tested, 0.073% active. AID 720707, 2013. Rap guanine nucleotide exchange factor 3 (Homo sapiens), O95398; further: nearly all actives have a fitted effect of over 60% in size
#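 Nucleotide exchange assay: 100 nM EPAC1 with 250 nM Rap1B loaded with BODIPY-GDP and 50 uM GDP, room temperature. Fluorescence (480/540 nm) read every 5 min for 30 min; signal change normalized to 6.5 mM cAMP as full agonist.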
# FUS suppressor: qHTS for Suppressors of FUS Proteinopathy: Primary screen using FUS-linked yeast assay; 390,000 tested, 0.24% active; S. cerevisiae FUS-expressing, growth rescue, OD600, 24 h; AID 1347120, 2019; Potency, µM (series often up to 76.6 µM), for the others: at the top dose growth rescue (activation), usual class: activators;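 further: plate controls were DMSO vehicle for no effect and reference control for full effect; nearly all actives have a fitted effect of over 55% in size; some results filed as inactive show a strong effect at the top dose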
#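 Compound concentration series was pinned onto galactose-induced FUS-expressing yeast seeded at OD 0.005. Plates sat 24hr at 30C; absorbance at 600 nm gave growth. DMSO served as background control.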
# * marks the source's active call; other numbers are inactive results; i = inactive; ? = inconclusive; . = no result given; [ ] = dose if it differs, or a comment. The call rests on the fitted dose curve; in most records, active means well fitted curve in the direction sought with a large enough effect; inconclusive means small, poorly fitted or top-dose-only effect, or another doubt; inactive means no such curve, though single readings can be large; an effect the other way counts as inactive or inconclusive. Potency means the concentration at half of the fitted maximal effect.
# Values run as follows: EPAC1 agonist	PTHR1 ag	EPAC2 antag	EPAC2 agonist	TDP-43 yeast inh	FUS suppressor	aSyn rescue	EPAC1 antag
Cc1cc(NC(=O)C2C3C(=O)N(Cc4ccc(Cl)cc4)C(C(=O)NCc4ccccc4)C34C=CC2(C)O4)no1 (configuration not stated)
→ 1%	-10%[57.5 µM]	-5%	5%	-1%	26%	-4%	-26%
COC(=O)c1cc(=O)nc(NN=C2c3ccccc3-c3ccccc32)s1
→ -17%	i	12%	3%	-1%	0%	2%	7%
CCN(CC)c1ccc(/C=N/NC(=O)c2cc3ccccc3[nH]2)cc1
→ -3%	-25%	2%	1%	10%	-14%	7%	-2%
C[C@H](CO)N1C[C@H](C)[C@@H](CN(C)S(=O)(=O)c2ccc(F)cc2)Oc2c(NC(=O)Nc3ccc4c(c3)OCO4)cccc2C1=O
→ -9%	0%	-12%	1%	-12%	?	10%	?
Cc1ccc(/C=N/OC(=O)c2c(C)noc2-c2snnc2C)cc1
→ -2%	i	6%	-5%	-10%	2%	2%	-12%
CCOC(=O)/C(=C/c1ccco1)NC(=O)c1ccc(Br)o1
→ 13%	-5%	4%	3%	12%	1%	4%	-11%
CCOC(=O)/C=C1\NC(=O)CS1
→ 5%	-9%[57.5 µM]	8%	9%	-6%	4%	1%	-1%
Cc1ccccc1Nc1nc(N)nc(CSc2nnc(-c3ccccc3)n2C)n1
→ 9%	i	-1%	3%	22%	28%	-4%	2%
CN(Cc1ccccc1F)C(=O)C(Cc1ccccc1)NC(=O)c1ccccc1 (configuration not stated)
→ ?	-15%	5%	24%	24%	19%	3%	-6%
Cc1[nH]c2ccccc2c1/C=N/NC(=O)CNC(=O)c1ccco1
→ 6%	-18%	2%	2%	-6%	13%	-5%	-11%
O=C(O)C(=Cc1ccccc1[N+](=O)[O-])c1ccc2c(c1)OCO2
→ -4%	i	15%	2%	0%	-8%	-2%	10%
COc1ccc(C(=O)CSc2nnc3n2CCCN3C(=O)Nc2ccccc2)cc1
→ 2%	-60%[inhibitor]	-16%	-2%	3%	21%	5%	-5%
COc1ccc(N(CC(=O)Nc2ccc(C)c(C)c2)S(=O)(=O)c2c(C)noc2C)cc1
→ 0%	i	-7%	19%	16%	39%	17%	-16%
CCOC(=O)/C=C1\CN(Cc2cc(OC)c(OC)c(OC)c2)S(=O)(=O)c2ccc(C(F)(F)F)cc21
→ -7%	-57%[inhibitor]	-12%	0%	-23%	12%	-27%	-17%
Cc1ccc(S(=O)(=O)NNC(=O)c2ccccc2-n2cccc2)cc1
→ 8%	-2%	12%	15%	-19%	18%	-2%	-6%
CCOC(=O)c1c(NC(=O)COC(=O)Cc2ccccc2[N+](=O)[O-])sc(C(=O)N(C)C)c1C
→ 9%	-2%	-15%	2%	-7%	22%	5%	-10%
CC(C)CC1Nc2ncnc(N3CCCCC3)c2N(Cc2ccccc2)C1=O (configuration not stated)
→ 0%	2%	-22%	18%	-12%	26%	0%	-19%
O=C(Oc1ccccc1C(=S)N1CCCCC1)c1cc([N+](=O)[O-])cc([N+](=O)[O-])c1
→ 2%	i	13%	9%	-84%[inhibitor]	49%	-16%	14%
CCN1C[C@@H]2[C@@H]3C(=O)N(C)C(=O)[C@@H]3[C@](CC)(C1=O)N2C(=O)c1ccc(C)cc1
→ 1%	-21%	11%	14%	8%	-19%	-3%	-1%
COc1ccc(C(=O)NCc2nnc(SCC(=O)NC3CCCCC3)o2)cc1
→ 17%	-14%	3%	3%	2%	-6%	1%	-9%
C=CCN1N=C(/C=C/c2ccc(C)cc2)CCC1=O
→ 8%	-2%	-4%	5%	-4%	14%	-3%	-10%
O=c1[nH]c(CN2CCOCC2)nc2ccccc12
→ 0%	i	12%	0%	-10%	-7%	2%	8%
CC(C)(C)NC(=O)NC(=O)COC(=O)c1ccc(OC(F)F)cc1
→ -12%	i	-3%	-10%	3%	.	9%	-9%
N#CC(c1ccccc1)N(CCCCl)C(=O)c1ccc(Br)cc1 (configuration not stated)
→ 15%	-42%[inhibitor]	?	13%	?	5%	0%	1%
CNC(=O)CN(c1ccc(OC)cc1)S(=O)(=O)c1ccc(F)cc1
→ 10%	-13%	16%	0%	-12%	25%	-4%	15%
Cc1ccc(NC2CCCN(C(=O)c3snnc3C)C2)cc1C (configuration not stated)
→ -7%	i	3%	0%	14%	-4%	-1%	-12%
CCCNS(=O)(=O)c1ccc(Oc2ncc(C(F)(F)F)cc2Cl)cc1
→ -2%	-34%[inhibitor]	-2%	-2%	22%	2%	-13%	14%
CCc1nnc(NC(=O)c2ccc(COc3ccc(C)cc3)o2)s1
→ -8%	-11%	13%	0%	11%	22%	-10%	0%
CCc1noc(C)c1C(=O)N1CCC(CCC(=O)Nc2cccc(C)c2)CC1
→ -8%	i	-7%	1%	-11%	.	1%	-24%
COc1ccc(-c2csc(CCN3N=C(C)CC3=O)n2)cc1
→ -4%	-86%[inhibitor]	22%	12%	-33%	?	-2%	-12%

# Ordered by value in EPAC2 agonist (highest first): 3 from the list above
canonical_smiles	EPAC2 agonist
CC(C)CC1Nc2ncnc(N3CCCCC3)c2N(Cc2ccccc2)C1=O (configuration not stated)	18%
COc1ccc(C(=O)NCc2nnc(SCC(=O)NC3CCCCC3)o2)cc1	3%
O=C(O)C(=Cc1ccccc1[N+](=O)[O-])c1ccc2c(c1)OCO2	2%

# Following part
# Values run as follows: EPAC1 agonist	PTHR1 ag	EPAC2 antag	EPAC2 agonist	TDP-43 yeast inh	FUS suppressor	aSyn rescue	EPAC1 antag
Cc1ccc2c(c1)N(C(=O)CCC(=O)NCc1ccccn1)CC(C)O2 (configuration not stated)
→ 2%	i	-12%	13%	22%	-13%	-2%	14%
Cc1cc(C(=O)OCC(=O)N2CCC(C)CC2)c2ccccc2n1
→ 0%	-7%	-8%	-2%	-15%	2%	-1%	16%
O=C(CN(c1ccccn1)S(=O)(=O)c1ccccc1)N/N=C/c1cccc([N+](=O)[O-])c1
→ -11%	i	6%	-7%	14%	18%	-1%	12%
CC(Nc1nc(N2CCNCC2)nc2ccccc12)c1ccccc1 (configuration not stated)
→ 1%	-16%	13%	7%	3%	?	-13%	-19%
COc1ccc(OC)c(S(=O)(=O)N2c3cc(F)ccc3CCC2C)c1 (configuration not stated)
→ 23%	i	-8%	15%	0%	29%	1%	-22%
Cn1cccc1C(=O)Nc1ccc(N2CCOCC2)cc1
→ 0%	-21%	1%	-1%	10%	7%	0%[1.84 µM]	18%
CCOC(=O)c1[nH]c2ccc(OC)cc2c1NC(=S)N1CCN(c2ccccc2OC)CC1
→ 4%	i	-4%	9%	-1%	?	3%	-10%
CN(C)c1cccc(C(=O)NNC(=O)CN2C(=O)C3CC=CCC3C2=O)c1 (configuration not stated)
→ 10%	-17%	-5%	9%	-8%	-2%	8%	6%
Cc1ccccc1S(=O)(=O)N1C(c2ccc(Cl)cc2)CC=C(C(=O)O)C1c1cccc(Cl)c1 (configuration not stated)
→ 6%	-25%	-13%	4%	?	9%	4%	-1%
COc1ccc(C2/C=C\CN(S(=O)(=O)/C=C/c3ccccc3)CC(=O)N2Cc2ccc(F)cc2)cc1 (configuration not stated)
→ 0%	-41%[inhibitor]	10%	10%	14%	24%	11%	-30%
CCN(CC)S(=O)(=O)c1ccc(S(=O)(=O)NCc2cccs2)cc1
→ 2%	i	-11%	1%	-13%	7%	-1%	1%
C1=C[C@@H]2CCN(Cc3ccccc3)Cc3cccc(c32)C1
→ 2%	13%	-10%	2%	-3%	-27%	-4%	-6%
Cc1ccc(C(=O)Nc2cc(=O)n(C)c(=O)n2C)cc1C
→ -23%	i	-5%	6%	10%	-9%	6%	2%
Cc1oc2cc3oc(=O)c(CCC(=O)NC4CC4)c(C)c3cc2c1C
→ 10%	-48%[inhibitor]	-27%	4%	22%	1%	-1%	0%
C/C(=N\Nc1ccc(S(=O)(=O)N2CCOCC2)cc1[N+](=O)[O-])C(C)C
→ 0%	-35%[inhibitor]	6%	2%	17%[9.22 µM]	1%	24%	-10%
O=S1(=O)NC(=NCCc2ccccn2)c2ccccc21
→ 8%	-22%	3%	-4%	3%	1%	3%	-28%
CCCCc1nc2ccccc2c(NC(=O)CN2CCN(C)CC2)c1CCC
→ 0%	i	13%	-4%	19%	.	19%	10%
COC(=O)c1ccc(N(CC(=O)NC2CCCC2)C(=O)c2ccc(C)s2)cc1
→ -4%	i	-10%	-5%	-11%	14%	3%	-9%
CC1(C(=O)Nc2cccc3cccnc23)CCN1Cc1csc2ccccc12 (configuration not stated)
→ -16%	-21%	9%	14%	?	40%	1%	15%
Cc1cccc(C#N)c1NC1=CC(=O)CC(C)(C)C1
→ -2%	-5%[57.5 µM]	-3%	3%	3%	5%	-1%	-1%
COc1cccc2[nH]c(C(=O)NCc3ccccc3)cc12
→ 15%	-18%	-1%	15%	30%	22%	14%	-23%
O=C1C(=O)N(CCCN2CCOCC2)C(c2ccc(Cl)cc2)/C1=C(\O)c1ccc2c(c1)OCCO2 (configuration not stated)
→ -8%	-9%	10%	-6%	19%	13%	8%	-4%
COc1ccc(-c2nc(CS(=O)CC(=O)NCc3ccccc3)c(C)o2)cc1OC (configuration not stated)
→ 0%	i	3%	-4%	2%	20%	3%	1%
CCCOc1ccc(-c2c(C(=O)N/N=C/c3ccc(OC)cc3)nnn2-c2nonc2N)cc1
→ 0%	i	-7%	-10%	18%	.	0%	?
CC(=O)NCCc1nc2ccccc2n1CCCCOc1ccccc1
→ 10%	i	7%	1%	21%	-28%	1%	4%
CN(C(=O)c1cc([N+](=O)[O-])ccc1NCc1cccnc1)c1ccccc1
→ -6%	-20%	2%	0%	1%	11%	0%	-11%
CCOC(=O)Oc1ccc(/C=C2\N=C(C)OC2=O)cc1
→ -1%	i	-1%	5%	16%	19%	4%	2%
COc1cc(OC)cc(-c2c(-c3ccc(F)cc3)c3cc(-c4ccc5[nH]ccc5c4)ccc3n2C)c1
→ -15%	-43%	6%	-1%	14%	?	-5%	6%

# Screens: PubChem BioAssay, National Center for Advancing Translational Sciences (NCATS)

# Not all compounds are listed (hit frequency here may not be typical).
